3CLpro inhibitor = SARS-CoV 3CLpro protease inhibitors, primary screen, biochemical, quenched FRET; inhibition, % at 6 µM; 290,000 compounds, 0.14% hits; Replicase polyprotein 1ab (Severe acute respiratory syndrome coronavirus), P0C6X7; recombinant SARS-CoV 3CLpro, quenched FRET peptide cleavage; in the data active means inhibition above about 12%
Rv3671c inh = Rv3671c serine protease inhibitors, primary screen, biochemical, fluorescence polarization, M. tuberculosis H37Rv | P9WHR9 | 320,000 compounds, 0.048% hits | inhibition, % at 5.96 µM | AID 2606, 2010; in the data active means inhibition above about 38%;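 further: extracellular domain of Rv3671c used as enzyme; 0% = enzyme with DMSO and 100% = no enzyme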
Target sequence (P9WHR9 whole entry, looked up, the tested form may be a part): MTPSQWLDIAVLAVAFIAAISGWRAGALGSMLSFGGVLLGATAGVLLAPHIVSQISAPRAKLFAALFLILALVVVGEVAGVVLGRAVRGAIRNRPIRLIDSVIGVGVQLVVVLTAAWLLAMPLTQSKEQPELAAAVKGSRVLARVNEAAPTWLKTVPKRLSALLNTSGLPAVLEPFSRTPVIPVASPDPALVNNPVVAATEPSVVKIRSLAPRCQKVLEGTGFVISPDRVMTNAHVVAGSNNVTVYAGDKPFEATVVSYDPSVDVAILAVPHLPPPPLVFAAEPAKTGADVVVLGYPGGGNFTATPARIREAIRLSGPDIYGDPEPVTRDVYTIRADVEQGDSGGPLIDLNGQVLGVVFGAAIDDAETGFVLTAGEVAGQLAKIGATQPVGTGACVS
MazF activator = activators of E. coli MazEF toxin-antitoxin RNase, primary screen, biochemical, fluorescence, uHTS; activation, % at 20 µM; AID 504720, 2011; 350,000 compounds, 0.32% hits; Endoribonuclease toxin MazF (Escherichia coli (strain K12)), P0AE70; FAM/BHQ RNA-DNA oligo cleavage fluorescence, 5 h; in the data active means activation above about 50%
Target sequence (P0AE70 whole entry, looked up): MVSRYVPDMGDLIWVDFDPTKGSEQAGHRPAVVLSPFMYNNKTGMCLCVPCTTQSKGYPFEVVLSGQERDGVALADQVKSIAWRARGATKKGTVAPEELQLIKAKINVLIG
DUSP3 inh = VHR1 phosphatase inhibitors, primary screen, biochemical, absorbance, uHTS; recombinant VHR phosphatase, pNPP absorbance; inhibition, % at 13.3 µM; Dual specificity protein phosphatase 3 (Homo sapiens), P51452; 290,000 compounds, 0.52% hits; AID 1654, 2009; in the data active means inhibition above about 50%; further: some compounds called inactive have numbers as strong as hits
Target sequence (P51452 whole entry, looked up): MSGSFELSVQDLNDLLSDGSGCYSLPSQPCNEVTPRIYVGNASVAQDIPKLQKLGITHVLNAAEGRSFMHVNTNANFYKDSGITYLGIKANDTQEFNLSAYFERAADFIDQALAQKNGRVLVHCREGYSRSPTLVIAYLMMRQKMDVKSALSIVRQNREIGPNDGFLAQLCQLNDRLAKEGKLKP
GDH-TPI counter = GDH-TPI coupling enzyme inhibitors, primary screen, artefact control for M. tuberculosis FBA inhibitor project, biochemical, absorbance, full deck; GDH-TPI coupled enzyme counterscreen, NADH absorbance; inhibition, % at 4.8 µM; 360,000 compounds, 1.2% hits; AID 588335, 2011; in the data active means inhibition above about 30%;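 further: 0% = DMSO wells and 100% = wells lacking the enzyme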
UGM FP inh = M. tuberculosis UGM enzyme inhibitors, primary screen, biochemical, fluorescence polarization, single point. 320,000 compounds, 0.06% hits. purified UGM, fluorescence polarization probe displacement. inhibition, % at 10 µM. AID 504406, 2011; in the data active means inhibition above about 10%, passing the limit was not always enough
PriA SSB inh = inhibitors of Klebsiella pneumoniae PriA binding to SSB C-terminal tail, primary screen, biochemical, AlphaScreen; AlphaScreen SSBct-PriA binding, biotinylated peptide; inhibition, % at 33 µM; 430,000 compounds, 0.6% hits; AID 1272365, 2023; in the data active means inhibition mostly above about 37%, no sharp cut-off; inactive means mostly below about 20%;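 further: plate controls were negative control peptide for no effect and reference peptide for full effect; strong numbers were not always called active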
FBA Mtb inh = Mtb FBA enzyme inhibitors, primary screen, biochemical, fluorescence, strain H37Rv; Fructose-bisphosphate aldolase (Mycobacterium tuberculosis (strain ATCC 25618 / H37Rv)), …; 360,000 compounds, 2.3% hits; inhibition, % at 1 µM; purified M. tuberculosis FBA, fluorescence read-out; in the data active means inhibition above about 27%;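 further: 0% = vehicle and 100% = reference inhibitor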
BH1578 lux ind = inducers of Vibrio cholerae quorum light production without autoinducers, primary screen, BH1578 luxS cqsA deficient, single point; V. cholerae BH1578 lux reporter, luminescence, 6 h; activation, % at 18.7 µM; 350,000 compounds, 0.16% hits; AID 588436, 2011; in the data active means activation mostly above about 9.7%, no sharp cut-off; further: not every result past the cut was called active; inactives centre near 0; reference of the scale not given here
BioA inh = M. tuberculosis BioA enzyme inhibitors, primary screen, biochemical, plate reader, single point, HTS. 7,8-diaminopelargonic acid synthase BioA (Mycobacterium tuberculosis). purified M. tuberculosis BioA enzyme. inhibition, % at 9.99 µM. 360,000 compounds, 0.096% hits; in the data active means inhibition above about 40%
Numbers without * were called inactive; i = inactive; . = no result given; & = joins results of further samples. These rows are one share of the data, so the mix of outcomes need not match the whole.

Every second line gives: 3CLpro inhibitor	Rv3671c inh	MazF activator	DUSP3 inh	GDH-TPI counter	UGM FP inh	PriA SSB inh	FBA Mtb inh	BH1578 lux ind	BioA inh
1	COCc1nnc(NC(=O)CCSc2ccccc2)s1
    -4	0	-5	9	-8	-1.4	-1	3	2.7	.
2	COc1cc(C(=O)NCCC(=O)N2CCC3(CC2)NCCc2[nH]cnc23)cc(OC)c1OC
    1	-9	10	7	-1	0.6	0	6	i	-0.9
3	O=S(=O)(SC1=NCCN1)c1ccccc1
    .	.	3	.	8	.	-5	-2	-1.1	.
4	CCOc1ccc(NC(=O)N2CCC(n3c(=O)[nH]c4ccccc43)CC2)cc1
    .	4	2	34	-4	1.3	-9	2	-0.2	-1.0
5	Cc1nc2ccc(S(=O)(=O)Nc3cccc(-c4nc5cccnc5s4)c3C)cc2s1
    2	-9	-1	8	10	-0.4	-7&0	-1	-0.2	2.3
6	O=C(Cc1ccc(O)cc1)N/N=C/c1cccs1
    10	7	2	48	11	-2.6	.	0	0.5	4.2
7	CCOC(=O)C1(C)CCCN1C(=O)c1cccc(OC)c1 (centres undefined)
    .	.	.	.	1	.	.	-3	-0.4	-0.6
8	Nc1ncnc2c1ncn2[C@@H]1O[C@H](CNS(=O)(=O)c2ccc3c(c2)CCN(C(=O)C(F)(F)F)C3)[C@@H](O)[C@H]1O
    .	.	2	.	11	.	-12	-2	i	-2.5
9	CC1CCC(NC(=O)Cn2c(=O)oc3cc(S(=O)(=O)N4CCCC4)ccc32)CC1 (centres undefined)
    -6	-2	-10	21	-9	0.5	-3	6	-0.1	0.5
10	COc1ccc(-c2csc(NC(=O)C3CCN(C(=O)c4ccc(F)cc4)CC3)n2)cc1OC
    -2	-3	2	13	-4	-0.3	9	2	i	1.1

Among those listed so far, two contain fluorine:
Every second line gives: 3CLpro inhibitor	Rv3671c inh	MazF activator	DUSP3 inh	GDH-TPI counter	UGM FP inh	PriA SSB inh	FBA Mtb inh	BH1578 lux ind	BioA inh
8	Nc1ncnc2c1ncn2[C@@H]1O[C@H](CNS(=O)(=O)c2ccc3c(c2)CCN(C(=O)C(F)(F)F)C3)[C@@H](O)[C@H]1O
    .	.	2	.	11	.	-12	-2	i	-2.5
10	COc1ccc(-c2csc(NC(=O)C3CCN(C(=O)c4ccc(F)cc4)CC3)n2)cc1OC
    -2	-3	2	13	-4	-0.3	9	2	i	1.1

The listing continues.
Every second line gives: 3CLpro inhibitor	Rv3671c inh	MazF activator	DUSP3 inh	GDH-TPI counter	UGM FP inh	PriA SSB inh	FBA Mtb inh	BH1578 lux ind	BioA inh
11	Cc1ccc(NC(=O)c2cnn(-c3ccccc3)c2C)cc1C
    5	0	3	4	0	-2.0	4	0	i	2.4
12	COc1ccc(/C=C(\NC(=O)c2ccc([N+](=O)[O-])cc2)C(=O)NCCCN2CCOCC2)cc1
    -2	8	3	-7	6	3.5	-5	-3	i	1.0
13	Cc1ccc(C)c(S(=O)(=O)NNC(=O)Nc2ccccc2Cl)c1
    4	1	-10	6	3	3.6	-22	2	-7.7	-0.4
14	Cc1ccc(-c2csc3ncnc(SCC(=O)NCC4CCCO4)c23)cc1 (centres undefined)
    .	-3	0	.	9	-1.4	9	2	i	4.7
15	Cc1ccc(N(C(=O)c2cc3ccccc3oc2=O)C2C=CS(=O)(=O)C2)cc1 (centres undefined)
    1	-13	2	18	10	-0.8	2	0	-0.2	.
16	COCCN(C(=O)c1oc2ccccc2c1COC)c1c(N)n(CC(C)C)c(=O)[nH]c1=O
    .	-1	4	.	10	3.2	-13	6	2.7	.
17	O=C(NNC(=O)c1cc2ccccc2[nH]1)OCc1ccccc1
    .	1	2	.	-3	0.9	-16	10	-8.3	-2.4
18	Cn1ncc(N2CCN(S(=O)(=O)c3ccc(Br)cc3)CC2)c(Cl)c1=O
    1	7	5	22	3	-2.7	0	-2	-0.2	7.4
19	CC1=NN(c2ccccc2C(=O)O)C(=O)C1N=Nc1ccccc1 (centres undefined)
    2	-7	-4	8	13	2.6	-6	-5	-0.3	2.9
20	Cc1ccc(S(=O)(=O)Oc2cccc(/C=N/Nc3ccc(C(=O)O)cc3)c2)cc1
    4	7	-5	18	31*	-0.2	i	3	-0.4	17
21	Cc1cccc(C)c1NC(=O)N1C2CCCC1CC(NC(=O)C(C)(C)C)C2 (centres undefined)
    4	10	2	-4	-8	-2.5	-26	4	9.1	0.1
22	Cc1ccccc1SCC(=O)Nc1cccc(C#N)c1
    -4	-4	0	8	9	-2.5	-15	1	-2.0	0.3
23	COc1ccc(NC(=O)c2cc(C3CCCCN3C(=O)Cc3ccc(N(C)C)cc3)on2)c(C)c1 (centres undefined)
    .	.	.	.	13	.	.	0	i	-1.1
24	CCn1c(N2CCN(CC(=O)c3ccc(OC)cc3)CC2)nc2ccccc21
    -4	.	1	-2	15	.	11	-2	i	0.3
25	CC(C)[C@H](NC(=O)[C@@H]1Cc2ccccc2CN1C(=O)OC(C)(C)C)C(=O)NCC1CCC(C(=O)O)CC1 (some centres undefined)
    0	-3	0	25	-1	0.5	-13	1	i	-1.1
26	NS(=O)(=O)c1ccc(CCNC(=O)C2CCCN2C(=O)OCc2ccccc2)cc1 (centres undefined)
    0	-6	2	3	0	0.1	-6	3	-0.6&-4.2	0.0&-0.4
27	CCc1cc(=O)n2[nH]c(C)c(-c3ccc(OC)cc3)c2n1
    -2	7	-3	33	-1	-1.7	-8	0	-0.6	3.1
28	COc1cc(NC(=O)CSc2nc(C)c(C)c(C)n2)cc(OC)c1
    1	6	-15	26	-3	-2.3	-7	-1	-0.2	0.0
29	O=c1ccc(-c2ccc(S(=O)(=O)N3CCN(c4ccccc4)CC3)o2)n[nH]1
    3	-2	-13	1	15	1.6	-15	0	0.9	-1.9
30	CCCCCCC(=O)Nc1ccc(C(=O)N/N=C/c2cccnc2)cc1
    0	-5	3	11	8	2.2	.	-3	1.6	.
31	COC(=O)c1ccc(C23CC4(C2)[C@H](CN(Cc2cccnc2)[C@@H]4c2ccccc2)C3c2ccccc2)cc1 (some centres undefined)
    .	-8	-33	0	3	1.8	-15	-1	0.4	-1.2
32	Cc1ccccc1NS(=O)(=O)c1ccc(OCC(=O)N2CCN(C)CC2)cc1
    -2	-8	-1	6	-5	0.2	-3	0	i	-1.4
33	COc1ccccc1NC(=O)C(C)OC(=O)CCNS(=O)(=O)c1ccc(C)c(C)c1 (centres undefined)
    .	-1	-1	.	5	0.7	-9	2	i	-5.1
34	N#Cc1cccc(C#N)c1N1CCC(C#N)CC1
    9	5	15	2	-1	1.8	-31	16	0.2	.
35	Cc1cc(N2CCC(C(=O)NC3CCCCC3)CC2)nc(-c2ccccc2)n1
    2	-2	-7	4	1	-2.0	-15	-2	6.2	-3.0
36	O=C(NC1CC1)C1=C[C@H](c2coc3ccccc3c2=O)C[C@H](OCCCCO)O1
    .	2	-1	.	2	3.0	-2	2	2.4	-0.9&4.0
37	O=C(CNCC1CCCCC1)Nc1ccc(OC(F)(F)F)cc1
    0	2	4	14	6	-0.2	1	3	-0.3	-1.3
38	CC(C)CCn1c(CN(C)Cc2ccccc2)nc2c1c(=O)n(C)c(=O)n2C
    -8	1	-3	4	-3	1.1	2	-1	i	3.4
39	NC(=O)COC(=O)c1ccc2c(c1)S(=O)(=O)c1ccccc1C2=O
    3	0	9	45	-1	0.7	8	2	-1.2	-1.5
40	O=c1c2c3c(sc2ncn1/N=C/c1ccccc1)CCCC3
    -5	6	4	-10	-1	3.0	.	-1	4.0	-1.8

Next part (two carried over from the part before).
Every second line gives: 3CLpro inhibitor	Rv3671c inh	MazF activator	DUSP3 inh	GDH-TPI counter	UGM FP inh	PriA SSB inh	FBA Mtb inh	BH1578 lux ind	BioA inh
39	NC(=O)COC(=O)c1ccc2c(c1)S(=O)(=O)c1ccccc1C2=O
    3	0	9	45	-1	0.7	8	2	-1.2	-1.5
40	O=c1c2c3c(sc2ncn1/N=C/c1ccccc1)CCCC3
    -5	6	4	-10	-1	3.0	.	-1	4.0	-1.8
41	O=C(Nc1ccc(N2CCCCC2)cc1)c1ccccn1
    0	8	2	23	4	-1.1	-1	6	0.1	.
42	Cc1cc(C(=O)NCC(=O)Nc2c(C)cccc2C)c2ccccc2n1
    .	4	3	.	4	-2.2	5	0	i	0.7
43	CCOc1ccccc1N=C1SC(CC(=O)Nc2ccc(OC)cc2OC)C(=O)N1CCC1=CCCCC1 (centres undefined)
    -5	16	-6	6	2	2.3	-3	0	-0.3	0.1
44	O=c1c(-c2ccc(F)cc2)coc2c3c(ccc12)OCCO3
    2	0	-20	22	6	1.0	-7	-2	i	-0.6
45	CC(=O)Nc1nnc(SCC(=O)c2ccc3c(c2)Cc2ccccc2-3)s1
    2	-31	39	21	20	-0.6	-5	1	-0.6	-2.5
46	CC1CCN(c2ccc(/C=N\Nc3nncn3N)cc2[N+](=O)[O-])CC1
    -3	-41	6	7	13	0.2	.	-3	i	.
47	CCCNc1nc(OC)nc(N2CC3CC(C2)c2cccc(=O)n2C3)n1 (centres undefined)
    -5	-11	3	1	6	-0.3	-4	5	-0.4	-0.3
48	COc1ccc(/C=C(/NC(=O)c2ccc(Br)o2)C(=O)Nc2cccc(C(=O)O)c2)cc1
    .	.	0	.	34*	.	.	3	i	0.5
49	O=C1C=C(c2ccc(Cl)c(C(F)(F)F)c2)C[C@@H](c2ccc(F)cc2)C1
    .	-11	-5	.	-1	2.2	-13	-2	i	-0.6
50	CCOC(=O)Oc1ccc2c(=O)c(Oc3cc(C)cc(C)c3)coc2c1
    -5	3	1	46	12	-1.8	-13	18	i	-0.7
51	N#CCC(=N)N1CCN(c2ccccc2)CC1
    -6	4	-4	5	6	-1.6	3	0	i	.
52	COc1ccc(-c2cn3cc(C(F)(F)F)cc(Cl)c3n2)cc1
    1	-10	6	9	9	3.7	-8	9	i	.
53	Cc1ccc(C(=O)N2CCc3cc4c(cc3C2C)OCCCO4)cc1 (centres undefined)
    0	-4	-17	-17	-14	3.1	-3	5	-0.6	1.2
54	CCOC(=O)c1ccc(NC(=O)CN2CCN(Cc3ccccc3)CC2)cc1
    2	3	6	23	4	1.6	-8	1	i	.
